# Source: PubChem BioAssay
# Ub-GFP proteasome: ubiquitin-GFP accumulation via proteasome inhibition; Ubiquitin-GFP reporter cells, proteasome inhibition, GFP fluorescence; response scale: untreated = 0%, 10 µM MG-132 = 100%; Potency, µM (titrated, usually from 45.9 µM), without a hit: top-dose activation (GFP accumulation), hits mostly activators; 67,000 tested, under 10 active; active = well fitted activation curve with a large enough effect, not every such curve was filed as active; inconclusive = small, poorly fitted or top-dose-only effect, or another doubt; inactive = no such curve, though single readings can be large or run the other way; note: potency is the fitted concentration of half-maximal effect
#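 Proteasome block read as GFP accumulation: ubiquitin(G76V)-GFP U2OS cells exposed to compound (2.9 nM–46 uM) for 4 hr at 37 C. Normalization used untreated cells as 0% and 10 uM MG-132 as 100%; concentration-response curves fitted.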
# HBB splicing: alters splicing of the hemoglobin beta chain. HBB splicing reporter cell assay, activation; EGFP reporter with mutant IVS2-654 intron; response scale: normalised to 500 nM splice-correcting PNA. Potency, µM (doses to about 46.1 µM), for inactives: at the top dose activation, usual class: activators. 0.06% of 65,000 active. AID 925; note: potency is the fitted concentration of half-maximal effect; 0% is about no effect
#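 HeLa cells stably expressing EGFP interrupted by mutant beta-globin intron 2 (IVS2-654), 500/well in 2% FCS. Treated with compound for 2 days at 37C. Splicing correction scored as total well GFP intensity (488 nm excitation, 500-520 nm emission); 500 nM antisense PNA served as control.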
# BRCT inh green: blocks human BRCA1 BRCT binding to phosphopeptide, green readout; BRCA1 BRCT-phosphopeptide binding, green fluorescence polarization; P38398; 0.05% of 75,000 active; AID 875; Potency, µM (titrated, usually from 76.9 µM), for inactives: at the highest dose activity change, negative = inhibition, hits mostly inhibitors;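 note: potency is the fitted concentration of half-maximal effect; plate controls were peptide without protein for full effect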
#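 Compounds were incubated for 12 min at room temperature with a complex of 100 nM fluorescein-tagged pBACH1 decapeptide and 250 nM His-tagged BRCT protein. Buffer was phosphate pH 7.3 with EDTA, DTT and Tween 20. Disruption of binding lowers the polarization signal.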
# 4-MU autofl: 4-MU region autofluorescence. compound autofluorescence, 340/450 nm, 4-MU equivalents; hits give high values. max dye-equivalent concentration, M. 11% of 59,000 active. AID 589; in the data active = max dye-equivalent concentration above about 10 nM; inconclusive = mostly about 1.1 nM to 9.6 nM
#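 Compounds in 100 mM Tris, pH 8.0, sat 15 min at room temperature before fluorescence was read at 340 nm excitation/450 nm emission; a per-plate six-point 4-MU standard curve converted signals to dye-equivalent concentration at each compound concentration.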
# A350 fluor: compounds fluorescent in Alexa 350 spectral region; Compound autofluorescence, 340/450 nm, Alexa 350 dye-equivalents; hits give high values; max dye-equivalent concentration, M; 11% of 59,000 active; AID 590; in the data active = max dye-equivalent concentration above about 10 nM; inconclusive = mostly about 1.1 nM to 9.6 nM
# BRCT inh red: BRCT-phosphoprotein interaction inhibition (red fluorophore); Potency, µM (titrated, usually from 76.9 µM), for the others: at the top dose activity change, negative = inhibition, most hits filed as inhibitors; 0.03% of 75,000 active; BRCT-phosphopeptide binding, red fluorescence polarization; P38398; note: % is set by controls: 0 for no effect and ±100 for the full control effect
#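 Fluorescence polarization: 100 nM His-tagged BRCA1 BRCT with 100 nM TAMRA-labelled phospho-BACH1 decapeptide, phosphate buffer pH 7.3 with 150 mM NaCl, DTT, 0.01% Tween 20; 12 min RT. Binding inhibition seen as FP decrease.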
# Epigenetic mod: epigenetic GFP locus derepression in mouse cells | Potency, µM (top dose mostly 46.1 µM), for inactives: top-dose GFP derepression (activation) | mouse C127i GFP locus derepression, cytometry, 30 h | 0.09% of 68,000 active | AID 597; note: % of control where 0% means no effect
#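 Derepression screen: silenced CMV-GFP reporter in murine C127i cells, 30 h compound incubation at 37 C, washed cells imaged by laser-scanning cytometer to enumerate GFP-expressing objects of 20 to 120 um.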
# Hsp90 Hop PPI: changes Hsp90-Hop TPR2A binding signal, up or down | 0.44% of 71,000 active | Potency, µM (highest dose often 57 µM), without a hit: at the top dose activity change, negative = inhibition | AlphaScreen TPR2A-His6 binding biotin-Hsp90 C-terminal peptide | AID 595; active = well fitted curve in either direction with a large enough effect; inconclusive = small, poorly fitted or top-dose-only effect, or another doubt; note: potency is the fitted concentration of half-maximal effect; % is set by controls: 0 for no effect and ±100 for the full control effect; many of its hits are not listed in these tables
# ALOX15 inhib: inhibitors of human 15-lipoxygenase (ALOX15) | P16050 | purified 15hLO-1, xylenol orange hydroperoxide absorbance | Potency, µM (highest dose often 57.1 µM), without a hit: at the highest dose activity change, negative = inhibition, most hits filed as inhibitors | 1.4% of 74,000 active; note: potency is the fitted concentration of half-maximal effect; % is set by controls: 0 for no effect and ±100 for the full control effect; nearly all actives have a fitted effect of over 55% in size
# Target sequence (P16050 whole entry, looked up): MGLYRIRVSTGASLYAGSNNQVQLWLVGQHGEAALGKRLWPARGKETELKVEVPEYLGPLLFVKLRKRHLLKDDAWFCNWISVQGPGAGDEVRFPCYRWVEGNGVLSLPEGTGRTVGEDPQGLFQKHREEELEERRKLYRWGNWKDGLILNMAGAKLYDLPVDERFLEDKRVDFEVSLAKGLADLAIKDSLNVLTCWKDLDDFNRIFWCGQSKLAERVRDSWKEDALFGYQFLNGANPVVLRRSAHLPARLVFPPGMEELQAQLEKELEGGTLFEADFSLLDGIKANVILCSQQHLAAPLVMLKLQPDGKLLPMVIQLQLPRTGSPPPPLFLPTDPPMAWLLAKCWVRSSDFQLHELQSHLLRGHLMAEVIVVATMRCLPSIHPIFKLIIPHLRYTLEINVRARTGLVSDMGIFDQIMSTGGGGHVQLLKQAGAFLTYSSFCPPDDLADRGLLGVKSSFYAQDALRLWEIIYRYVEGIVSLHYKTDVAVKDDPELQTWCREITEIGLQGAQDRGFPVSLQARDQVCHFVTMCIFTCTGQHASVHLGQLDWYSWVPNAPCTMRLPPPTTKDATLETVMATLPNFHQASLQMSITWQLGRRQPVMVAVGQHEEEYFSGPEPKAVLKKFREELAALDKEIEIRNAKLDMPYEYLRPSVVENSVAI
#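 Compounds were preincubated 15 min at room temperature with 40 nM purified human enzyme (25 mM Hepes pH 7.5, 0.01% Triton X-100); 50 uM arachidonic acid reacted 6 min. Fe-xylenol orange detection, 30 min, absorbance ratio 573/405 nm.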
# DNA Pol III inh: DNA polymerase III holoenzyme inhibition; reconstituted DNA polymerase III holoenzyme replication, biochemical; Potency, µM (top dose mostly 57.1 µM), for inactives: at the highest dose activity change, negative = inhibition; 0.25% of 71,000 active; AID 603; note: potency is the fitted concentration of half-maximal effect; % is set by controls: 0 for no effect and ±100 for the full control effect
#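 Reconstituted *E. coli* holoenzyme (0.35 nM Pol III, 1 nM beta, 154 nM SSB, 2 nM primase) was preincubated with compound for 15 min at RT. Synthesis on 1.4 nM ssM13Gori ran 35 min, then was stopped with PicoGreen/EDTA and read as dsDNA fluorescence.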
# CRE-bla Fsk: modulators of forskolin-stimulated CRE signaling in CHO cells | CHO CRE-bla reporter (cAMP response element driving beta-lactamase), forskolin EC10, beta-lactamase ratio | Potency, µM (doses to about 38.2 µM), for inactives: at the highest dose activity change, negative = inhibition, actives largely listed as activators | 2.5% of 71,000 active | AID 662; active = well fitted activation curve with a large enough effect in the signal ratio, with a control signal flat, not every such curve was filed as active; inconclusive = small, poorly fitted or top-dose-only effect, or effect the other way, or a change in a side signal; the % refers to the signal ratio; note: potency is the fitted concentration of half-maximal effect; % of control where 0% means no effect
#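 Reporter-gene assay: CHO cells with beta-lactamase behind cAMP responsive elements, co-treated with compound and EC10 NKH 477 for 3 hours at 37 degrees Celsius. Activity came from the 460/530 nm CCF4 emission ratio.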
# Numbers without * were called inactive; i = inactive; ? = inconclusive; . = not tested or not shown; [ ] = remark or other dose. Unless noted, calls come from the whole dose curve; as a rule, active = well fitted curve in the direction sought with a large enough effect; inconclusive = small, poorly fitted or top-dose-only effect, or another doubt; inactive = no such curve, though single readings can be large; an effect the other way counts as inactive or inconclusive.
SMILES,Ub-GFP proteasome,HBB splicing,BRCT inh green,4-MU autofl,A350 fluor,BRCT inh red,Epigenetic mod,Hsp90 Hop PPI,ALOX15 inhib,DNA Pol III inh,CRE-bla Fsk
c1ccc(CCN2CN(CCCN3CCOCC3)c3nc4ccccc4n3C2)cc1,.,1.4%[0.369 µM],-1.9%,i,i,-0.8%,2%,-1%,2%,0%,4%
O=C(NCCN1CCOCC1)C1CCN(S(=O)(=O)N2CCCCC2)CC1,4%,-0.6%,-1.3%,i,i,-2.0%,4%,4%,-2%,-3%,10%
Oc1c(Cl)cc(Cl)c2c1NCCC2,2%,-0.3%,0.4%,i,i,-1.6%,4%,-4%,1.6µM*,-1%,5%
CCN1C(=O)/C(=C2\SC(N3CCCCC3)=NC2=O)c2ccccc21,1%,-0.7%,-3.7%,1.8e-08M*,1.7e-08M*,-0.5%,0%,-1%,-18%,1%,30%
Cc1nc2sc3c(c2c(=O)[nH]1)CCCC3,4%[9.17 µM],3.8%[9.22 µM],1.9%[15.4 µM],i,i,0.5%[15.4 µM],2%[9.22 µM],1%[11 µM],-1%[11.4 µM],-2%[11.4 µM],?
O=C(CSc1ncn(-c2ccccc2)n1)N1CCN(c2ccccc2)CC1,3%,-0.1%,-1.5%,i,i,-0.8%,0%,-4%,?,-5%,-10%
O=C(CSc1nnc(CNC(=O)c2cccs2)o1)c1ccccc1,9%,0.4%,-0.5%,i,i,-1.2%,0%,-1%,3%,-2%,-8%
O=C(CSc1nnc(-c2ccc(F)cc2)o1)Nc1ccc(S(=O)(=O)N2CCCCCC2)cc1,0%,.,-4.8%,i,i,0.9%,1%,0%,-16%,-2%,2%
Nc1ccc(S(=O)(=O)NCc2nccs2)cc1,-2%[9.17 µM],4.8%[9.22 µM],-0.4%[15.4 µM],i,i,0.4%[15.4 µM],-3%[9.22 µM],1%[11 µM],-5%[11.4 µM],5%[11.4 µM],-3%[7.6 µM]
COc1ccccc1CN1CCCC(C(=O)N(C)Cc2ccccc2)C1 (configuration not stated),-5%,-0.1%,-2.8%,i,i,-0.3%,0%,-4%,0%,-7%,9%
COc1ccc(-n2c(Cc3cccn3C)nnc2SCC(=O)Nc2cccc(Cl)c2)cc1,-7%,-0.4%,-4.5%,.,.,0.3%,.,-2%[2.3 µM],?,13%,?
C(=N\n1cnnc1)/c1cccc2ccccc12,10%,-1.6%[57.5 µM],-0.9%,1.5e-08M*,1.9e-08M*,-0.6%,0%,-3%,13%,-5%,?
CC(C)(C#N)Nn1cnnc1,-3%,-4.6%,-0.8%,i,i,1.2%,-3%,-2%,9%,-2%,-12%
COc1ccc(-c2nc(CN3CCC(C(=O)N4CCc5ccccc54)CC3)c(C)o2)cc1OC,-2%,-1.1%,-1.4%,.,.,0.8%,.,-3%[2.3 µM],1%,-7%,-9%
O=C(NC1CCCC1)NS(=O)(=O)c1ccccc1Cl,0%,1.2%,1.1%,i,i,-2.8%,0%,-3%,7%,-5%,1%
CCOC(=O)Cn1c(-c2ccccn2)nc2ccccc21,5%,0.3%[9.22 µM],-0.4%,.,.,-1.0%,-2%,2%,12%,-7%,3%
CCSc1nnc(NC(=O)C2CCCCC2)s1,7%,-0.6%,-0.9%,i,i,1.0%,3%,1%,10%,3%,25%
COc1cc(NC(=O)CN2C(=O)c3ccccc3C2=O)c(C(=O)O)cc1OC,-2%,-6.0%,-0.2%,.,.,1.4%,-2%,-3%,7%,0%,-6%
CCSc1cc(C2C(C#N)=C(N)OC(C)=C2C(=O)OC)c(C)o1 (configuration not stated),-4%,-0.1%,-1.7%,?,?,0.7%,2%,-3%,-13%,-4%,0%
CCC1CCCCN1CCCNC(=O)CNC(=O)Cn1ccc2ccccc2c1=O (configuration not stated),5%,-1.0%,-1.9%,i,i,-1.5%,-1%,3%,1%,-1%,?
COc1c2c(nc3ccccc13)O[C@@H]([C@@](C)(O)CO)C2,13%,-1.0%,-2.9%,i,i,0.7%,-1%,2%,-3%,-4%,7%
O=C(Cn1c(=O)[nH]n(-c2ccccc2)c1=O)N1CCCc2ccccc21,0%,-3.1%,-1.0%,i,i,1.3%,-4%,-1%,-17%,-2%,-1%
O=C1CCCC2=C1C(c1ccc(Br)cc1)c1c([nH]c(=S)[nH]c1=O)N2 (configuration not stated),-7%,-0.1%,-2.0%,?,?,-0.4%,1%,-4%,25µM*,3%,8%
O=C1c2ccccc2C(=O)c2c(NC(=O)c3ccc4c5c(ncnc35)-c3ccccc3C4=O)cccc21,0%[9.17 µM],4.1%[9.22 µM],-1.5%[15.4 µM],i,i,-1.6%[15.4 µM],-1%[9.22 µM],-2%[11 µM],18%[11.4 µM],3%[11.4 µM],-13%[7.6 µM]
COc1ccc(CCN(C(=O)c2ccccc2)C2=CC3CCC(C2)N3C)cc1OC (configuration not stated),-3%,0.7%,-1.6%,i,i,1.8%,-2%,2%,-7%,-2%,7%
CN(C)CCN1C(=O)C(=O)/C(=C(/O)c2ccc(S(=O)(=O)N3CCOCC3)cc2)C1c1ccccc1 (configuration not stated),-7%[9.17 µM],-3.5%[0.0738 µM],-1.3%,.,.,-0.2%,-2%,-1%[11 µM],16%[11.4 µM],-5%[11.4 µM],?
COc1ccc(CCNC(=O)CC2Oc3ccc(Cl)cc3NC2=O)cc1OC (configuration not stated),11%,0.2%,-1.7%,.,.,0.8%,0%,2%,7%,4%,?
CCOC(=O)c1sc(C)c(C(N)=O)c1NC1=NCCCCC1,13%,3.5%[1.84 µM],-0.5%,?,?,-2.3%,0%,-2%,-6%,0%,?
COCCn1c(SCC(=O)N2CCC(C)CC2)nc2ccccc2c1=O,7%,0.4%[57.5 µM],0.2%,i,i,0.3%,-1%,0%,-1%,-3%,5%
c1ccc(Cn2nnnc2C(c2ccccc2)N2CCN(c3nc4ccccc4s3)CC2)cc1 (configuration not stated),-3%,0.6%[57.5 µM],-0.2%,i,i,-0.6%,2%,56%,6%,-7%,-14%
O=S(=O)(Nc1nc2ccccc2nc1NCc1ccco1)c1ccc(Cl)cc1,.,0.6%[0.369 µM],1.4%,3e-08M*,3.8e-08M*,-0.1%,6%,-5%,-12%,-6%,-2%
CC(C)=C1C2C=CC1C(C(=O)Nc1cc(C)ccc1C)C2C(=O)O (configuration not stated),-10%,-0.4%,-0.2%,i,i,-1.1%,0%,2%,2%,-6%,?
CCCCCCOC(=O)C(C#N)c1nc2ccccc2nc1N1CCN(CC)CC1 (configuration not stated),-2%,-1.4%[57.5 µM],-1.1%,?,?,-0.2%,17%,-9%,-29%,-3%,?
CN1C(=O)C[C@H](c2ccccc2)C1=O,13%[20.5 µM],0.7%[20.6 µM],-1.2%[34.4 µM],i,i,-1.2%[34.4 µM],0%[20.6 µM],0%[26 µM],10%[25.6 µM],2%[25.6 µM],-3%[17.1 µM]
CC(C)Sc1nnc([C@@H]2CCCN2C(=O)OC(C)(C)C)o1,-1%,9.9%[0.369 µM],0.1%,?,?,0.2%,0%,-6%,5%,-8%,11%
FC(F)(F)c1ccccc1-c1nc(NC2CCNCC2)c2ccccc2n1,6%,-0.1%,-4.1%,i,i,1.5%,-3%[9.22 µM],-3%,17%,-2%,-10%
O=C(C1CCC1)N1CCc2cc(S(=O)(=O)N3CCCCC3)ccc21,19%,-0.4%,-2.0%,i,i,-1.2%,1%,-2%,0%,-2%,?
O=C1NCCc2c1[nH]c1c(Cl)ccc(Cl)c21,1%,-0.5%,-0.7%,i,i,-0.2%,0%,-9%,1%,-7%,-4%
Cc1cc(NC(=O)CCCN2C(=O)c3cccnc3C2=O)no1,6%,0.3%,-2.5%,i,i,0.3%,-1%,-6%,0%,-7%,-2%
O=C(O)COc1nsnc1N1CCOCC1,0%,3.5%,-2.4%,i,i,2.4%,-3%,-2%,-12%,-2%,?
Cn1nnnc1SCC(=O)Nc1cc(C(C)(C)C)nn1-c1ccccc1,-4%,-3.4%,-1.4%,i,i,-1.1%,0%,1%,18%,-3%,?
COc1cc(OC)c(CN2CCN(c3ccc(F)cc3)CC2)cc1Br,5%[9.17 µM],-0.9%[0.0738 µM],1.1%,.,.,-0.7%,-2%,-10%[11 µM],-9%[11.4 µM],-5%[11.4 µM],?
COc1cc(C(C#N)N2CCCCC2)ccc1O (configuration not stated),6%,-4.1%,-0.8%,.,.,-0.4%,-2%,-2%,-1%,-4%,-2%

# The order is random; 12% or so of the library scored in one or more.
